From PubChem
sPLA2-III inh = Inhibits HGIII-sPLA2 liposome hydrolysis, primary screen; QFRET BODIPY PC-A2 liposome hydrolysis, fluorescence; hit rate 0.56% among 370,000; inhibition, % at 12.2 µM; Q9NZ20;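 active = inhibition above mean plus 3 SD of compounds lying within the high and low control bounds, cut at about 19% in these data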;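 note: 0% = median of test compound wells and 100% = no enzyme DMSO wells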
DDE Tn7 FP inh = disrupts Tn7 cyclic peptide binding to fibrin D-Dimer-E complex; inhibition, % at 8.3 µM; AID 720508; P02675; FP displacement of FITC-Tn7 peptide from fibrin DD(E); 0% = median of compound wells per plate; hit rate 0.13% among 370,000;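 active = inhibition above the mean of compounds falling within the control limits plus 3 SD of them, cut at about 14% in these data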;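 note: 0% = plate median of compound wells and 100% = 10 µM Aha-Tn7 peptide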
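Test system – human fibrin DD(E) · Times – 10 min preincubation, 3 h with tracer, room temperature · Detection – fluorescence polarization of the labelled Tn7 tracer · Measure – percent inhibition normalized to high-control wells · Benchmarks – high control wells with 10 µM unlabelled Aha-Tn7 peptide (full inhibition) · Repeats – singlicate testing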
PLCg1 inh = PLC-gamma1 (human) inhibition, primary screen; P19174; purified PLC-gamma1, fluorogenic substrate, fluorescence; inhibition, % at 12.2 µM; hit rate 0.84% among 370,000; in the data active = inhibition above about 9.5%
ASAP1 GAP inh = blocks human ASAP1-stimulated Arf1 GTP hydrolysis; inhibition, % at 16.5 µM; Q9ULH1; GDP FP detection; AID 624377; hit rate 0.19% among 360,000; in the data active = inhibition above about 25%;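 note: 0% = vehicle with enzyme and substrate and 100% = no enzyme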
Target sequence (Q9ULH1 325-724 limits assumed): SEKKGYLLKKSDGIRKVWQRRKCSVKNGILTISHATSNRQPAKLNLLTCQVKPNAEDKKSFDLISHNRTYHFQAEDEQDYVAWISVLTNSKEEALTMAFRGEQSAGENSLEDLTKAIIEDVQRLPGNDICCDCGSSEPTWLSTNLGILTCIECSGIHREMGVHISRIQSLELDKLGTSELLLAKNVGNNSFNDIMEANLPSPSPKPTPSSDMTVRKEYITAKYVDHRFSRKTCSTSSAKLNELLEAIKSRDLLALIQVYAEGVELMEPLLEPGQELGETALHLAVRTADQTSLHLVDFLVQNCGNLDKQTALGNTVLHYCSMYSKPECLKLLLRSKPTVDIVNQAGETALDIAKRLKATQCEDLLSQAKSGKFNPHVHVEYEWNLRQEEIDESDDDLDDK
proKLK7 act = activators of human kallikrein-7 zymogen. activation, % at 7 µM. purified proKLK7, EDANS-DABCYL substrate fluorescence; 100% is mature enzyme control, 0% vehicle. hit rate 0.9% among 370,000;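 active = activation above the mean of all tested compounds plus 3 SD, computed per campaign excluding outliers beyond control limits, cut at about 13% in these data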
Target sequence (P49862 whole entry, looked up): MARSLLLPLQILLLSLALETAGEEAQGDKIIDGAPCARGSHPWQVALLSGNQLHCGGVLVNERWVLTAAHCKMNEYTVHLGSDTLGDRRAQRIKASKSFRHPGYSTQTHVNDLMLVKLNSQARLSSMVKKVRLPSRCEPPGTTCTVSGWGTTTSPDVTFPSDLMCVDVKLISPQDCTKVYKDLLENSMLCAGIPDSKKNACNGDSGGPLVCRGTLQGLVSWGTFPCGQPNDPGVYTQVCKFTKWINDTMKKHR
ARFGAP1 inh = inhibits rat ARF GTPase activating protein 1; Q62848; Arfgap1-stimulated ARF1 GTP hydrolysis, GDP FP detection; hit rate 0.26% among 360,000; inhibition, % at 16.5 µM; AID 651572;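 active = inhibition above a per-plate limit, mean inhibition of low control wells plus 3 SD, cut at about 25% in these data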;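 note: 0% = DMSO wells with enzyme and 100% = wells lacking Arfgap1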
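material = rat Arfgap1 catalytic domain, aa 1-136 | also added = human ARF1(Δ1-17)-GTP substrate | compound dosing = one concentration, 16.5 µM, DMSO 1.26% | times = GTP hydrolysis reaction 2 h at 25 °C | measured by = FP, GDP Alexa 633 tracer displaced from anti-GDP antibody, 620/688 nm | evaluation = percent inhibition of Arfgap1-stimulated GTP hydrolysis | replication = single well per compound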
Tn6 DDE FP = inhibitors of Tn6 peptide binding to human fibrin DD(E) | P02675 | Fibrin DD(E) TRITC-Tn6 fluorescence polarization displacement | inhibition, % at 8.3 µM | hit rate 0.21% among 370,000;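 active = inhibition above a per-campaign cutoff: mean of compounds within control limits plus 3 SD, cut at about 15% in these data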;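 note: 0% = median of all compound wells on the plate and 100% = blocking peptide control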
UHRF1 MBD2 ctr = human UHRF1 methylated DNA binding inhibitors. Q96T88. UHRF1 binding to methylated oligo, TR-FRET. hit rate 0.75% among 370,000. AID 687016. inhibition, % at 4.4 µM; in the data active = inhibition above about 21%;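 note: UHRF1 SRA domain binding a hemimethylated CpG hairpin DNA probe; 0% = median of test compound wells and 100% = reference inhibitor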
NR1D1 modulator = modulators of human Rev-erb alpha DNA binding; Rev-erbα–FITC-DNA binding, fluorescence polarization, 90 min; activity, % at 10 µM; hit rate 0.79% among 370,000; AID 1259318;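 active = activity above about 14%, limit read from the data; passing the limit was not always enough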;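 note: 0% = DMSO wells with 35 nM protein and 100% = DMSO wells with 750 nM protein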
PLC-beta3 inh = inhibitors of human phospholipase C beta3 | Purified PLC-beta3, fluorogenic substrate, fluorescence | hit rate 0.18% among 370,000 | inhibition, % at 12.2 µM | Q01970; in the data active = inhibition above about 11%;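 note: 0% = median of compound wells on plate and 100% = full blocker control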
* marks the source's active call; other numbers are inactive results.

[1] O=C(c1ccccc1)c1ccc(N2CCN(C(=O)c3cccc(F)c3F)CC2)c(F)c1
[2] Cc1ccc2c(c1)[C@H]1[C@H](CO2)[C@H](c2ccccc2)[C@]2(C)C(=O)NCC(=O)N12
[3] COc1cccc(C(O)c2nc(-c3ccc(C)c(C)c3)cs2)c1 (configuration not stated)
[4] CCCN(C(=S)Nc1ccccc1)C1CCS(=O)(=O)C1 (configuration not stated)
[5] CC(Nc1cccnc1)=C(C#N)C#N
[6] COc1cc(OC)c(OC)cc1/C=N/NC(=O)c1ccc(CSc2nc(C)cc(C)n2)cc1

entry no.	1	2	3	4	5	6
sPLA2-III inh	-21	6	-14	7	1	1
DDE Tn7 FP inh	-7	7	9	-1	-2	-1
PLCg1 inh	-58	-15	1	0	1	-41
ASAP1 GAP inh	-15	-3	-8	8	-3	10
proKLK7 act	-1.1	-0.4	-0.4	0.3	0.1	0.0
ARFGAP1 inh	-4	8	-1	0	3	6
Tn6 DDE FP	-3	3	2	-1	2	5
UHRF1 MBD2 ctr	0	-2	-1	0	1	1
NR1D1 modulator	-2	-1	7	-5	-1	-5
PLC-beta3 inh	-66	-18	-4	-1	-5	-65

2 entries from above, with each value named.
6: COc1cc(OC)c(OC)cc1/C=N/NC(=O)c1ccc(CSc2nc(C)cc(C)n2)cc1
  sPLA2-III inh: 1
  DDE Tn7 FP inh: -1
  PLCg1 inh: -41
  ASAP1 GAP inh: 10
  proKLK7 act: 0.0
  ARFGAP1 inh: 6
  Tn6 DDE FP: 5
  UHRF1 MBD2 ctr: 1
  NR1D1 modulator: -5
  PLC-beta3 inh: -65
2: Cc1ccc2c(c1)[C@H]1[C@H](CO2)[C@H](c2ccccc2)[C@]2(C)C(=O)NCC(=O)N12
  sPLA2-III inh: 6
  DDE Tn7 FP inh: 7
  PLCg1 inh: -15
  ASAP1 GAP inh: -3
  proKLK7 act: -0.4
  ARFGAP1 inh: 8
  Tn6 DDE FP: 3
  UHRF1 MBD2 ctr: -2
  NR1D1 modulator: -1
  PLC-beta3 inh: -18

Next entries follow:
[7] CCCOc1ccc(C(=O)CCC(=O)Nc2ccc(N3CCN(C)CC3)cc2)cc1
[8] COc1ccc(N2CCN(S(=O)(=O)CCNC(=O)C34CC5CC(CC(C5)C3)C4)CC2)cc1
[9] Cc1cccc(OCC(=O)NCc2ccccc2)c1
[10] O=C(Nc1cccc(S(=O)(=O)NC2=NCCCCC2)c1)c1cccnc1Cl
[11] COc1ccc(-c2cn(-c3ccc(C)c(Cl)c3)c(=S)[nH]2)cc1OC
[12] O=[N+]([O-])c1c(Nc2ccccc2O)cc(N2CCOCC2)c2nonc12

entry no.	7	8	9	10	11	12
sPLA2-III inh	-6	-3	3	-3	3	-28
DDE Tn7 FP inh	1	2	-9	-7	-4	-8
PLCg1 inh	-2	1	6	1	-1	3
ASAP1 GAP inh	5	-2	-2	9	11	6
proKLK7 act	-0.3	-0.2	-0.2	0.5	-0.8	-0.3
ARFGAP1 inh	-1	-5	12	9	12	2
Tn6 DDE FP	4	-2	1	2	-7	-5
UHRF1 MBD2 ctr	-4	4	0	-1	-1	-8
NR1D1 modulator	-6	0	4	1	6	2
PLC-beta3 inh	-11	-6	-3	-8	-11	1

Given with values under each structure: entries from further up
Second line of a record – sPLA2-III inh	DDE Tn7 FP inh	PLCg1 inh	ASAP1 GAP inh	proKLK7 act	ARFGAP1 inh	Tn6 DDE FP	UHRF1 MBD2 ctr	NR1D1 modulator	PLC-beta3 inh
3: COc1cccc(C(O)c2nc(-c3ccc(C)c(C)c3)cs2)c1 (configuration not stated)
    -14	9	1	-8	-0.4	-1	2	-1	7	-4
4: CCCN(C(=S)Nc1ccccc1)C1CCS(=O)(=O)C1 (configuration not stated)
    7	-1	0	8	0.3	0	-1	0	-5	-1
5: CC(Nc1cccnc1)=C(C#N)C#N
    1	-2	1	-3	0.1	3	2	1	-1	-5
6: COc1cc(OC)c(OC)cc1/C=N/NC(=O)c1ccc(CSc2nc(C)cc(C)n2)cc1
    1	-1	-41	10	0.0	6	5	1	-5	-65
7: CCCOc1ccc(C(=O)CCC(=O)Nc2ccc(N3CCN(C)CC3)cc2)cc1
    -6	1	-2	5	-0.3	-1	4	-4	-6	-11
8: COc1ccc(N2CCN(S(=O)(=O)CCNC(=O)C34CC5CC(CC(C5)C3)C4)CC2)cc1
    -3	2	1	-2	-0.2	-5	-2	4	0	-6
9: Cc1cccc(OCC(=O)NCc2ccccc2)c1
    3	-9	6	-2	-0.2	12	1	0	4	-3
10: O=C(Nc1cccc(S(=O)(=O)NC2=NCCCCC2)c1)c1cccnc1Cl
    -3	-7	1	9	0.5	9	2	-1	1	-8
11: COc1ccc(-c2cn(-c3ccc(C)c(Cl)c3)c(=S)[nH]2)cc1OC
    3	-4	-1	11	-0.8	12	-7	-1	6	-11
12: O=[N+]([O-])c1c(Nc2ccccc2O)cc(N2CCOCC2)c2nonc12
    -28	-8	3	6	-0.3	2	-5	-8	2	1

Further structures
[13] COc1cccc(-c2cc(C(=O)NC3CC3)c3ccccc3n2)c1
[14] CNC(=O)[C@H]1O[C@@H](n2cnc3c(NCc4cccc(I)c4)ncnc32)[C@H](O)[C@@H]1O
[15] Cc1cc(OCCCC(=O)N2CCCCC2)cc(C)c1Cl
[16] CCCCN(C)C1CCN(C(=S)Nc2cccc(OC)c2)CC1
[17] CCNC(=O)C1(C)CCN(C(=O)c2cc(F)ccc2C)C1 (configuration not stated)
[18] CCOc1ccc(NC(=O)C(C)NC(=O)c2ccccc2Cl)cc1S(=O)(=O)N1CCCC1 (configuration not stated)
[19] COc1cccc(-c2sc3ccc(OC)cc3c2C#CC2(O)CCCCC2)c1

entry no.	13	14	15	16	17	18	19
sPLA2-III inh	5	-22	-9	6	4	9	-27
DDE Tn7 FP inh	1	3	1	0	-6	7	9
PLCg1 inh	-60	7	2	4	0	3	-12
ASAP1 GAP inh	5	13	11	-5	0	-16	-2
proKLK7 act	0.4	-0.2	0.4	0.2	0.6	0.2	-4.2
ARFGAP1 inh	11	-7	6	-6	-7	-7	-1
Tn6 DDE FP	2	-10	-7	-4	-2	5	2
UHRF1 MBD2 ctr	-2	4	-2	1	2	10	11
NR1D1 modulator	-1	5	7	0	-1	-2	3
PLC-beta3 inh	-104	2	3	-6	5	-11	-25

Not a hit list; about 4.5% have a hit in one of these screens.
